Screening results from PubChem BioAssay.
ATG4B inh: inhibitors of human ATG4B cysteine protease; AID 504462; 340,000 tested, 0.51% active; Q9Y4P1; ATG4B cleavage of LC3-PLA2, NBD-HPC fluorescence, 1 h; inhibition, % at 8.33 µM; in the data active means inhibition above about 40%
Target sequence (Q9Y4P1 whole entry, looked up): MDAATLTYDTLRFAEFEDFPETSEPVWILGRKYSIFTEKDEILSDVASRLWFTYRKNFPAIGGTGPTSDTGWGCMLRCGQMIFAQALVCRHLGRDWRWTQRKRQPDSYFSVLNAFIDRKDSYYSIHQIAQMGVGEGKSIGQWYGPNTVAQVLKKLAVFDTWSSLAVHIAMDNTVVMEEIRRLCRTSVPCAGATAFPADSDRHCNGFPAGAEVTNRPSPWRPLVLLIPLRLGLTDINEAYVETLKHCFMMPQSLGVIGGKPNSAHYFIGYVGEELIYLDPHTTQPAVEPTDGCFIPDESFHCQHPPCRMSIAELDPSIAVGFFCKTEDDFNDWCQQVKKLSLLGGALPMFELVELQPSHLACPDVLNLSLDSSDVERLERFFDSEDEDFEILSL
mIAP block: mouse IAP inhibition. purified mouse IAP, CDP-Star luminescence, 30 min. inhibition, % at 10 µM. 330,000 tested, 0.2% active. AID 2806;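 active means inhibition of at least 40% at 10 µM in the primary screen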;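 further: plate controls were DMSO with enzyme for no effect and no enzyme wells for full effect; values of inactives mirror those of a sister screen read the other way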
tim10-1 inh: tim10-1 yeast growth inhibition; S. cerevisiae tim10-1 ts strain growth, BacTiter-Glo, 24 h; inhibition, % at 20 µM; 330,000 tested, 2.2% active; AID 463190;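 active means inhibition of at least 40%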;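 further: mutant grown at 25 °C; 0% = DMSO wells with yeast and 100% = wells holding no yeast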
NLRP3 yeast inh: blocks the NALP3 inflammasome reconstituted in yeast | Yeast reconstituted NLRP3/ASC/caspase-1, beta-gal luminescence, 24 h | inhibition, % at 10 µM | 330,000 tested, 0.39% active | AID 2825;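 active means inhibition of 50% or more; inactive means inhibition below 50%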;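 further: plate controls were induced DMSO wells for no effect and uninduced yeast grown without galactose for full effect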
hIAP act: increases human intestinal alkaline phosphatase activity. purified human IAP, CDP-Star luminescence, 30 min; hits give high values; 1 = vehicle-only enzyme, 0 = enzyme-free background. P09923. 330,000 tested, 0.16% active. activation factor at 10 µM;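 active means activation factor of the enzyme at least 2-fold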; further: the source names both 10 and 20 µM as test concentration; values of inactives mirror those of a sister screen read the other way
Target sequence (P09923 whole entry, looked up): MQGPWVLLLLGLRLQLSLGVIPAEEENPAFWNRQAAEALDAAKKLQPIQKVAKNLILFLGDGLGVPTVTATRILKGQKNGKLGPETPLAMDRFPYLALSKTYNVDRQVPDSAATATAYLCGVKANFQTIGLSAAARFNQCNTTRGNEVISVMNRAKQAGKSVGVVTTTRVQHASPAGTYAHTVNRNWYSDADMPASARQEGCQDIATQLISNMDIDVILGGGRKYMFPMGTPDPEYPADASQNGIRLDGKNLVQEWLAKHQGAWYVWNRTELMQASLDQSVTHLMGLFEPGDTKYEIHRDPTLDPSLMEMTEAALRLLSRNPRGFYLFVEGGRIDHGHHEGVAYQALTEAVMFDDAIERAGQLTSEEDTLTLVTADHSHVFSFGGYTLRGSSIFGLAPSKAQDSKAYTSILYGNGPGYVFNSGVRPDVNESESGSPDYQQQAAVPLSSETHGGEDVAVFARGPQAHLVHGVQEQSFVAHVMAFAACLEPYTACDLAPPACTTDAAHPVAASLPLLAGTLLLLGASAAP
TIM10 inh: inhibits growth of TIM10 yeast strain. S. cerevisiae TIM10 strain growth, BacTiter-Glo luminescence, 24 h. inhibition, % at 10 µM. 330,000 tested, 1.4% active. AID 463195;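 active means inhibition of 40% or more at the single tested concentration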;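 further: wild-type TIM10 isogenic control strain grown at permissive 25 °C; 0% = DMSO yeast wells and 100% = minimal medium wells without yeast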
hIAP inh: blocks human intestinal alkaline phosphatase | P09923 | purified IAP, CDP-Star luminescence, 30 min | inhibition, % at 10 µM | 330,000 tested, 0.12% active;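 active means inhibition reaching a set limit with compound at 10 µM in the primary screen, cut at about 35% in these data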;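 further: plate controls were DMSO wells with enzyme for no effect and no-enzyme buffer wells for full effect; values of inactives mirror those of a sister screen read the other way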
mIAP activ: increases mouse intestinal alkaline phosphatase activity; muIAP, CDP-Star luminescence, 30 min; hits give high values; 1 = vehicle-only enzyme signal, 0 = enzyme-free wells; 330,000 tested, 0.24% active; activation factor at 10 µM; AID 2805;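 active means activation factor of at least 2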; further: the source names both 10 and 20 µM as test concentration; values of inactives mirror those of a sister screen read the other way
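System: Mouse IAP enzyme | Also added: CDP-Star substrate | Dosing: Compounds dispensed in DMSO | Schedule: 30 min enzyme-substrate-compound incubation at room temperature | Technique: Chemiluminescence readout | Control set: DMSO-only wells and no-enzyme negative control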
Apaf-1 inh: blocks human Apaf-1 apoptosome activity | O14727 | reconstituted apoptosome caspase-3 activity, DEVD-Rh110 fluorescence | inhibition, % at 20 µM | 330,000 tested, 0.71% active | AID 489030; active means inhibition of at least 40% at 20 µM;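 further: plate controls were DMSO wells for no effect and DEVD-CHO caspase inhibitor wells for full effect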
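Material: cell-free apoptosome with Apaf-1, procaspase-3 and caspase-9; Buffer or medium: Hepes pH 7.5 with detergent and BSA; Reagent: cytochrome c trigger plus (Z-DEVD)2-Rh110 caspase-3 substrate; Times: compound with Apaf-1, dATP, procaspase-3 30 min, then 50 min reaction, room temperature; Technique: Rh110 fluorescence intensity.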
Numbers without * were called inactive.

How did CCOC(=O)CSC1=C(C#N)C(c2sccc2C)C(C(C)=O)=C(C)N1 (centres undefined) do in these assays?
ATG4B inh: -13; mIAP block: 10; tim10-1 inh: 25; NLRP3 yeast inh: 11; hIAP act: 0.92; TIM10 inh: 32; hIAP inh: 8; mIAP activ: 0.91; Apaf-1 inh: 2

Results for Cc1ccc(-c2cc(C(F)(F)F)n3nc(C(=O)NCCCn4ccnc4)cc3n2)cc1C ?
ATG4B inh: -2; mIAP block: 16; tim10-1 inh: 19; NLRP3 yeast inh: -1; hIAP act: 0.95; TIM10 inh: 27; hIAP inh: 5; mIAP activ: 0.84; Apaf-1 inh: -10

How did Fc1ccccc1NC(=S)N1CCN(c2ccccn2)CC1 do in these assays?
ATG4B inh: -3; mIAP block: -6; tim10-1 inh: 10; NLRP3 yeast inh: 21; hIAP act: 1; TIM10 inh: 6; hIAP inh: -2; mIAP activ: 1.1; Apaf-1 inh: 1

What do the screens show for `Cc1ccccc1NC(=O)C(NC1CCCCC1)C(C)C` (centres undefined)?
ATG4B inh: -22; mIAP block: -22; tim10-1 inh: 30; NLRP3 yeast inh: -23; hIAP act: 1.1; TIM10 inh: 9; hIAP inh: -13; mIAP activ: 1.2; Apaf-1 inh: 7

How did CC(=O)c1ccc(OCCCC(=O)Nc2cc(Cl)ccc2-n2cncn2)cc1 do in these assays?
ATG4B inh: 1; mIAP block: -2; tim10-1 inh: -9; NLRP3 yeast inh: 12; hIAP act: 0.98; TIM10 inh: 37; hIAP inh: 2; mIAP activ: 1; Apaf-1 inh: 2

How did CCC(=O)Nc1nnc(SCC(=O)NC2CCCC2)s1 do in these assays?
ATG4B inh: -6; mIAP block: 6; tim10-1 inh: -3; NLRP3 yeast inh: -1; hIAP act: 1.1; TIM10 inh: -9; hIAP inh: -6; mIAP activ: 0.94; Apaf-1 inh: 8

Results for O=C(CSc1ccc2nnc(-c3ccncc3)n2n1)NCc1ccco1 ?
ATG4B inh: 1; mIAP block: -1; tim10-1 inh: -20; NLRP3 yeast inh: 9; hIAP act: 1; TIM10 inh: -3; hIAP inh: -2; mIAP activ: 1; Apaf-1 inh: 4

What do the screens show for `O=C(COC(=O)C1CC(=O)N(CCc2ccccc2)C1)c1ccc[nH]1` (centres undefined)?
ATG4B inh: -11; mIAP block: -15; tim10-1 inh: 12; NLRP3 yeast inh: 8; hIAP act: 0.99; TIM10 inh: 2; hIAP inh: 1; mIAP activ: 1.1; Apaf-1 inh: -1

How did Cc1ccc(S(=O)(=O)N2CCCC(C(=O)NCC3CCCO3)C2)cc1 (centres undefined) do in these assays?
ATG4B inh: -5; mIAP block: -5; tim10-1 inh: 12; NLRP3 yeast inh: 24; hIAP act: 1.1; TIM10 inh: -4; hIAP inh: -14; mIAP activ: 1; Apaf-1 inh: -3

How did Cn1nc(C(=O)OCC(=O)Nc2ccc(S(N)(=O)=O)cc2)c2ccccc2c1=O do in these assays?
ATG4B inh: 2; mIAP block: 10; tim10-1 inh: 2; NLRP3 yeast inh: 9; hIAP act: 1; TIM10 inh: -18; hIAP inh: -4; mIAP activ: 0.9; Apaf-1 inh: -19

What do the screens show for `COc1ccc(-n2cc(-c3ccccc3)c3c(N4CC(C)OC(C)C4)ncnc32)cc1` (centres undefined)?
ATG4B inh: 2; mIAP block: -9; tim10-1 inh: 23; NLRP3 yeast inh: 9; hIAP act: 1.3; TIM10 inh: 8; hIAP inh: -26; mIAP activ: 1.1; Apaf-1 inh: -4

What do the screens show for `CC1CCN(C2(O)C(=O)Nc3ccc(Cl)cc32)CC1` (centres undefined)?
ATG4B inh: -4; mIAP block: 3; tim10-1 inh: 25; NLRP3 yeast inh: 21; hIAP act: 0.89; TIM10 inh: 6; hIAP inh: 11; mIAP activ: 0.97; Apaf-1 inh: 0

Results for Cc1ccc(C)c(NC(=O)C2CCCN(c3cnccn3)C2)c1 (centres undefined) ?
ATG4B inh: -4; mIAP block: -3; tim10-1 inh: -1; NLRP3 yeast inh: 7; hIAP act: 0.89; TIM10 inh: 10; hIAP inh: 11; mIAP activ: 1; Apaf-1 inh: -3

How did Cc1c(N/C(=N/S(=O)(=O)c2ccc(Cl)cc2)c2ccccc2)c(=O)n(-c2ccccc2)n1C do in these assays?
mIAP block: 0; tim10-1 inh: 4; NLRP3 yeast inh: 16; hIAP act: 0.82; TIM10 inh: -25; hIAP inh: 18; mIAP activ: 1; Apaf-1 inh: 11

Results for CC1CCCN(C(=O)c2ccc(CNc3c(N4CCCCC4)c(=O)c3=O)cc2)C1 (centres undefined) ?
ATG4B inh: -9; mIAP block: 1; tim10-1 inh: -7; NLRP3 yeast inh: 16; hIAP act: 1.2; TIM10 inh: 0; hIAP inh: -25; mIAP activ: 0.99; Apaf-1 inh: -3

Four entries already listed, sorted by SMILES length, smallest number first.
What do the screens show for `Cc1ccccc1NC(=O)C(NC1CCCCC1)C(C)C` (centres undefined)?
ATG4B inh: -22; mIAP block: -22; tim10-1 inh: 30; NLRP3 yeast inh: -23; hIAP act: 1.1; TIM10 inh: 9; hIAP inh: -13; mIAP activ: 1.2; Apaf-1 inh: 7

How did Fc1ccccc1NC(=S)N1CCN(c2ccccn2)CC1 do in these assays?
ATG4B inh: -3; mIAP block: -6; tim10-1 inh: 10; NLRP3 yeast inh: 21; hIAP act: 1; TIM10 inh: 6; hIAP inh: -2; mIAP activ: 1.1; Apaf-1 inh: 1

Results for O=C(CSc1ccc2nnc(-c3ccncc3)n2n1)NCc1ccco1 ?
ATG4B inh: 1; mIAP block: -1; tim10-1 inh: -20; NLRP3 yeast inh: 9; hIAP act: 1; TIM10 inh: -3; hIAP inh: -2; mIAP activ: 1; Apaf-1 inh: 4

What do the screens show for `O=C(COC(=O)C1CC(=O)N(CCc2ccccc2)C1)c1ccc[nH]1` (centres undefined)?
ATG4B inh: -11; mIAP block: -15; tim10-1 inh: 12; NLRP3 yeast inh: 8; hIAP act: 0.99; TIM10 inh: 2; hIAP inh: 1; mIAP activ: 1.1; Apaf-1 inh: -1

(listing goes on)
How did Cc1ccc(N(Cc2ccccc2)C(=O)c2ccc(C)c(S(=O)(=O)N3CCOCC3)c2)cc1 do in these assays?
ATG4B inh: -2; mIAP block: 5; tim10-1 inh: 17; NLRP3 yeast inh: 13; hIAP act: 1.1; TIM10 inh: 9; hIAP inh: -6; mIAP activ: 0.95; Apaf-1 inh: 16

Results for CCSc1nc2c(cnn2-c2ccc(C)cc2)c(=O)[nH]1 ?
ATG4B inh: 1; mIAP block: -12; tim10-1 inh: 41*; NLRP3 yeast inh: 16; hIAP act: 1.5; TIM10 inh: 14; hIAP inh: -47; mIAP activ: 1.1; Apaf-1 inh: 17

Results for COCCCN1C(=O)c2ccc(C(=O)OCC(=O)NCCc3ccccc3)cc2C1=O ?
ATG4B inh: -12; mIAP block: 3; tim10-1 inh: 9; NLRP3 yeast inh: 11; hIAP act: 1; TIM10 inh: 2; hIAP inh: -2; mIAP activ: 0.97; Apaf-1 inh: -17

How did Cc1ccc2nc(-c3ccccc3)cc(C(=O)N3CCN(c4ccccc4O)CC3)c2c1 do in these assays?
ATG4B inh: -10; mIAP block: 7; tim10-1 inh: 30; NLRP3 yeast inh: 8; hIAP act: 1; TIM10 inh: 25; hIAP inh: -1; mIAP activ: 0.93; Apaf-1 inh: 19

What do the screens show for `O=C1NCC2=C1C(c1ccc(Br)cc1)Nc1ccccc1N2` (centres undefined)?
ATG4B inh: -12; mIAP block: 8; tim10-1 inh: -17; NLRP3 yeast inh: 52*; hIAP act: 0.86; TIM10 inh: 31; hIAP inh: 14; mIAP activ: 0.92; Apaf-1 inh: 11

How did CCOc1ccc(S(=O)(=O)N2CCN(Cc3ccc4c(c3)OCO4)CC2)cc1C do in these assays?
ATG4B inh: 0; mIAP block: 0; tim10-1 inh: -4; NLRP3 yeast inh: 28; hIAP act: 1; TIM10 inh: -15; hIAP inh: -4; mIAP activ: 1; Apaf-1 inh: 20

How did Cc1ccc(-n2nnnc2-c2cccs2)cc1[N+](=O)[O-] do in these assays?
ATG4B inh: 2; mIAP block: -5; tim10-1 inh: 7; NLRP3 yeast inh: -6; hIAP act: 1.2; TIM10 inh: 2; hIAP inh: -15; mIAP activ: 1.1; Apaf-1 inh: -4

How did CN(C(=O)c1ccc(OC2CCN(CCc3ccccc3)CC2)cc1)C1CCOC1 (centres undefined) do in these assays?
ATG4B inh: -7; mIAP block: 0; tim10-1 inh: 7; NLRP3 yeast inh: 21; hIAP act: 0.99; TIM10 inh: 2; hIAP inh: 1; mIAP activ: 1; Apaf-1 inh: -3

How did O=C(NNC(=O)C1CCCO1)c1ccccc1Cl (centres undefined) do in these assays?
ATG4B inh: 3; mIAP block: 9; tim10-1 inh: 10; NLRP3 yeast inh: 5; hIAP act: 0.95; TIM10 inh: 12; hIAP inh: 5; mIAP activ: 0.91; Apaf-1 inh: 0

What do the screens show for `Cc1ccc(S(=O)(=O)N2CCCC2)cc1[N+](=O)[O-]`?
ATG4B inh: 0; mIAP block: -5; tim10-1 inh: 9; NLRP3 yeast inh: 11; hIAP act: 1; TIM10 inh: 5; hIAP inh: -1; mIAP activ: 1.1; Apaf-1 inh: 4

What do the screens show for `C=CCNC(=S)Nc1sc2c(c1C(=O)OCC)CC(C)(CC)OC2` (centres undefined)?
ATG4B inh: -12; mIAP block: 15; tim10-1 inh: 24; NLRP3 yeast inh: 20; hIAP act: 0.94; TIM10 inh: 21; hIAP inh: 6; mIAP activ: 0.85; Apaf-1 inh: 20

What do the screens show for `Cc1ccsc1C(=O)N1CCCC(N(C)Cc2ccccc2)C1` (centres undefined)?
ATG4B inh: 7; mIAP block: 5; tim10-1 inh: -2; NLRP3 yeast inh: 13; hIAP act: 1.1; TIM10 inh: -6; hIAP inh: -7; mIAP activ: 0.95; Apaf-1 inh: -5

Results for COCc1nnc(NC(=O)CCS(=O)(=O)c2ccccc2)s1 ?
ATG4B inh: 3; mIAP block: -11; tim10-1 inh: 17; NLRP3 yeast inh: 5; hIAP act: 1.2; TIM10 inh: -5; hIAP inh: -20; mIAP activ: 1.1; Apaf-1 inh: 4

Results for CS(=O)(=O)N(Cc1ccco1)Cc1ccccc1Cl ?
ATG4B inh: -1; mIAP block: 7; tim10-1 inh: 20; NLRP3 yeast inh: -52; hIAP act: 0.88; TIM10 inh: 2; hIAP inh: 12; mIAP activ: 0.93; Apaf-1 inh: 4

How did O=C1CCCc2sc3c(c2N1)CCCCC3 do in these assays?
ATG4B inh: 7; mIAP block: 0; tim10-1 inh: 18; NLRP3 yeast inh: 26; hIAP act: 1; TIM10 inh: 22; hIAP inh: 0; mIAP activ: 1; Apaf-1 inh: 11

Results for CCOC(=O)C1=C(COC(=O)CNC(=O)c2ccc(Cl)cc2Cl)NC(=O)NC1C (centres undefined) ?
ATG4B inh: -1; mIAP block: 5; tim10-1 inh: -10; NLRP3 yeast inh: 18; hIAP act: 0.94; TIM10 inh: 5; hIAP inh: 6; mIAP activ: 0.95; Apaf-1 inh: -4

Results for COCc1ccc(C(=O)N2CCCC(N3CCN(c4ccccc4C)CC3)C2)s1 (centres undefined) ?
ATG4B inh: -5; mIAP block: 0; tim10-1 inh: 24; NLRP3 yeast inh: 9; hIAP act: 1.2; TIM10 inh: -6; hIAP inh: -16; mIAP activ: 1; Apaf-1 inh: 4
